High-throughput results deposited in PubChem by several laboratories.
STEP block: STEP (human) phosphatase inhibition | recombinant STEP, OMFP fluorogenic substrate, fluorescence | inhibition, % at 20 µM | 360,000 tested, 0.25% active;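 active means inhibition at 20 µM, scaled per plate between control wells, above about 37%, limit read from the data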;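 further: 0% = DMSO with enzyme and substrate and 100% = substrate only without enzyme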
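Measure: Control-normalized % inhibition with plate pattern correction | Test system: STEP phosphatase, cell-free reaction | Medium: pH 6.0 Bis-Tris with DTT and Tween 20 | Technique: Fluorescence, 480/540 nm | Times: Reaction 20 min, ambient temperature | Doses: Single compound dose of 20 µM, 1% DMSO final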
NRP1-CendR mod: alters CendR peptide binding to human NRP-1 | O14786 | FAM-RPARPAR peptide binding to NRP-1, fluorescence polarization | inhibition, % at 25 µM | 360,000 tested, 0.85% active | AID 602438;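 active means inhibition or corrected inhibition above about 18%, plus a signal ratio from 0.5 to 1.5, limit read from the data, passing the limit was not always enough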; further: strong numbers were not always called active
SUMO1-SIM PPI: modulators of human SUMO1-mediated protein-protein interactions | SUMO1 binding to a labelled peptide, TR-FRET, 1 h | 360,000 tested, 0.33% active | inhibition, % at 20 µM | P63165; in the data active means inhibition above about 37%
Target sequence (P63165 whole entry, looked up): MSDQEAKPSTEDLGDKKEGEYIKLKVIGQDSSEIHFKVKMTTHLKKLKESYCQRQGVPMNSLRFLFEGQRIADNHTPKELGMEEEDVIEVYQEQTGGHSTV
Neddyl block: cullin neddylation inhibition | 360,000 tested, 0.58% active | TR-FRET cullin neddylation, biochemical | AID 651699 | P61081+Q13564 | calls only at 25 µM; in the data active means inhibition above about 36%
Target sequence (P61081 whole entry, looked up): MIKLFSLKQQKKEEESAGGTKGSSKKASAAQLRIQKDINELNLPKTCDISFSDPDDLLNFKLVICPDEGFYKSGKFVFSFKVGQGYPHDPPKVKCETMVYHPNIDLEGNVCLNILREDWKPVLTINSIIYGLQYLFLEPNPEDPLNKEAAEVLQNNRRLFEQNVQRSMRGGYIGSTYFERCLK
Target sequence (Q13564 whole entry, looked up): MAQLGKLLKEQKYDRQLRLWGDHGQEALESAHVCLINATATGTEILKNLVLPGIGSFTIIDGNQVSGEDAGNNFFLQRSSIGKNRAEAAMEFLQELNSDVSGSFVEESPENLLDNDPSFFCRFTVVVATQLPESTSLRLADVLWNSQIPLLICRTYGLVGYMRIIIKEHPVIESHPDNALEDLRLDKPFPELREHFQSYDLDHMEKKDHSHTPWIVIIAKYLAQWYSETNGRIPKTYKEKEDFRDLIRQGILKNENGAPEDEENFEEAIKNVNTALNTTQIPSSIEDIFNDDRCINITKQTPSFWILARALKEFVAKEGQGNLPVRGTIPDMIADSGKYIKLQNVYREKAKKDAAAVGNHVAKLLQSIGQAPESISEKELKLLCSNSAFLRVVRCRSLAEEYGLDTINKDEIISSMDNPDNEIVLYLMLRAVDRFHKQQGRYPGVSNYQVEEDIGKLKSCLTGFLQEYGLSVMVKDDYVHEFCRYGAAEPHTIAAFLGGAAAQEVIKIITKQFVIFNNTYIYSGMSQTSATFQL
DNMT1 block: blocks human DNA methyltransferase DNMT1; inhibition (reported as % activation of signal), % at 10 µM; DNMT1 molecular beacon, Hinp1I cleavage, fluorescence; AID 588458; P26358; 360,000 tested, 0.83% active; in the data active means inhibition above about 50%
Tb MetRS inh: blocks T. brucei methionyl-tRNA synthetase activity | purified T. brucei MetRS, ATP depletion, Kinase-Glo luminescence | inhibition, % at 11.9 µM | 360,000 tested, 0.4% active | AID 624268;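 active means inhibition above a per-plate cutoff of the control wells' mean inhibition plus 3 SD, cut at about 5.5% in these data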;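 further: 0% = DMSO wells median and 100% = median of wells with control inhibitor compound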
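Measured by: Kinase-Glo luciferase luminescence reporting remaining unconsumed ATP. Material: purified T. brucei MetRS enzyme. Doses: 11.9 µM compound single dose, 0.9% DMSO. Medium: HEPES buffer containing pyrophosphatase, BSA, spermine, DTT. Times: 15 min preincubation, 2 h reaction, all 25 °C. Reagent: methionine, ATP and bulk E. coli tRNA.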
LMPTP block: LMPTP (human) inhibition. 360,000 tested, 0.22% active. recombinant LMPTP-A, OMFP fluorogenic substrate, fluorescence intensity. inhibition, % at 20 µM;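 active means compounds that cut the enzyme signal by at least half of the control window in the single-dose screen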;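 further: plate controls were DMSO wells with enzyme plus substrate for no effect and substrate without enzyme for full effect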
Target sequence (P24666 whole entry, looked up): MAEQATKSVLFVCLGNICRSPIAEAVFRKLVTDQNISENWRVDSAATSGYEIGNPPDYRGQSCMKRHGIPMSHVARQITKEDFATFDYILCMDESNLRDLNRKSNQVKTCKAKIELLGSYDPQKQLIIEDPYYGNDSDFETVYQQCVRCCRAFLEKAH
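Assay system: LMPTP-A phosphatase enzyme | Input: 0.625 nM enzyme | Also added: Fluorogenic phosphatase substrate OMFP at 400 µM final | Compound dosing: One test concentration per compound, 20 µM, with 3% DMSO overall | Schedule: 50 min enzyme reaction at room temperature, protected from light | Signal: Fluorescence intensity | Benchmarks: no-enzyme and uninhibited controls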
Scp-1 inhibitor: blocks human Scp-1 phosphatase activity | Q9GZU7 | Recombinant Scp1, phosphopeptide, malachite green phosphate absorbance | inhibition, % at 20 µM | 340,000 tested, 0.88% active | AID 493091;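 active means inhibition above about 50% at 20 µM, limit read from the data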;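 further: plate controls were DMSO wells with enzyme for no effect and wells lacking enzyme for full effect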
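Assay system: SCP-1 catalytic fragment, aa 76-261 | Buffer or medium: Tris acetate buffer pH 5.5 with MgCl2 and Tween-20 | Compound: One concentration, 20 µM, with 1.0% DMSO | Also added: Phospho 17-mer peptide substrate | Signal: Absorbance at 630 nm | Incubation: 45 min enzyme reaction at room temperature | Measure: % inhibition of SCP-1 phosphate liberation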
SKN-1 inh: blocks SKN-1 activity in C. elegans; C. elegans VP596 Pgst-4::GFP/RFP ratio, acrylamide-induced, 24 h; inhibition, % at 21.8 µM; 360,000 tested, 0.49% active;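 active means interference check ratio from 0.5 to 1.5 plus GFP to RFP signal ratio inhibition reaching or exceeding a fixed threshold, cut at about 30% in these data, passing the limit was not always enough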; further: some compounds called inactive have numbers as strong as hits
NadD block: inhibitors of Staphylococcus aureus NadD | purified NadD enzyme, colorimetric absorbance read-out | inhibition, % at 20 µM | 360,000 tested, 0.78% active; in the data active means inhibition above about 26%; further: some compounds past the cut are filed as inactive
Numbers without * were called inactive; i = inactive; . = not tested or not shown; + = active, no number.

compound,Scp-1 inhibitor,SKN-1 inh,STEP block,NadD block,Tb MetRS inh,NRP1-CendR mod,LMPTP block,Neddyl block,SUMO1-SIM PPI,DNMT1 block
CCOC(=O)c1c(NC(=O)CSc2nnc(-c3c[nH]c4ccccc34)n2CC)sc2c1CCCC2,12,-4,0,25,-0.1,-8,2.4,i,8,-21
CC(NC(=O)C1=CC=CN2CCS(=O)(=O)N=C12)c1ccc(Cl)cc1Cl (centres undefined),-5,-4,-2,-5,-0.1,6,-0.7,+,0,4
CC1CCN(S(=O)(=O)c2ccc3c(c2)N(CC(=O)NCCCN2CCCC(C)C2)C(=O)CO3)CC1 (centres undefined),6,9,-2,14,-0.1,-3,0.5,i,-11,2
O=C(CCc1nnc2ccc(NCc3ccccc3Cl)nn12)NC1CCCCC1,1,13,2,12,0.1,-20,0.3,i,2,-4
COc1cc(NC(=O)c2cc(=O)[nH]c3ccc(S(=O)(=O)N4CCOCC4)cc23)cc(OC)c1,17,6,-1,14,0.1,-8,-0.4,i,-1,-3
O=C(NCCNC(=O)c1ccc(Br)o1)c1cccnc1,-5,-12,-1,-3,-0.2,23,-1.5,i,-2,1
Cc1ccc(NC(=O)COn2nnc3ccc(S(=O)(=O)N(C)C)cc32)cc1F,-6,33,0,-1,-0.2,10,1.5,i,-2,-2
CN(CC1COc2ccccc2O1)C(=S)Nc1ccccc1 (centres undefined),-8,-11,0,-1,-0.6,9,0.9,i,-2,0
COc1cccc(-c2oc3c(c2-c2ccc(Br)nc2)C(O)CCC3)c1 (centres undefined),.,18,.,0,-0.8,-2,0.0,i,1,.
Cc1noc(C)c1S(=O)(=O)N(C)C[C@H]1OCc2cnnn2CCCC(=O)N([C@H](C)CO)C[C@H]1C,.,-7,1,-2,0.2,-2,2.2,i,4,8
Cn1c(CBr)c(C(=O)c2ccc([N+](=O)[O-])cc2)c(=O)n(C)c1=O,-5,-3,-1,-8,0.3,10,-1.1,i,-24,2
COC(=O)c1ccc(/C=C/c2ccc3cccc(OC(C)=O)c3n2)cc1,1,26,-1,2,0.2,-5,2.1,i,-13,-5
CCOC(=O)Cc1c(Sc2ccccc2)c2ccccc2n1C,-17,17,2,-4,-0.9,-13,2.4,i,-3,-2
CCOc1ccc2c(c1)C(N(CCN1CCOCC1)C(=O)Nc1ccc(OC)cc1OC)CC(C)(C)O2 (centres undefined),-4,-5,1,-2,-0.3,3,-0.4,i,-4,-1
NS(=O)(=O)c1cc(C(=O)OC2CCOC2=O)ccc1Cl (centres undefined),10,-2,2,-3,-0.3,11,-0.6,i,2,2
CC(CCc1ccccc1)NC(=O)COC(=O)C1=COCCO1 (centres undefined),1,-11,1,-5,2.3,-1,0.0,i,-1,-1
CCCC(C)(C)C(=O)N1CCC1(C)C(=O)NS(=O)(=O)c1ccccc1Cl (centres undefined),.,-1,2,5,-0.3,-1,0.2,i,4,3
O=S(=O)(c1ccc2ccccc2c1)N1CCN(Cc2ccccn2)CC1,-6,0,2,3,1.0,8,-0.8,i,-4,-2
Cc1nn2c3c(cnc2c1-c1ccccc1)C(=O)CCC3,-12,2,5,-3,0.1,7,0.1,i,-7,1
CC1CCCC(C)N1CC(O)COCc1ccccc1F (centres undefined),-4,3,1,-8,-0.5,3,-1.2,i,7,1

Among those listed so far, these contain an aryl methoxy group:
compound,Scp-1 inhibitor,SKN-1 inh,STEP block,NadD block,Tb MetRS inh,NRP1-CendR mod,LMPTP block,Neddyl block,SUMO1-SIM PPI,DNMT1 block
COc1cc(NC(=O)c2cc(=O)[nH]c3ccc(S(=O)(=O)N4CCOCC4)cc23)cc(OC)c1,17,6,-1,14,0.1,-8,-0.4,i,-1,-3
COc1cccc(-c2oc3c(c2-c2ccc(Br)nc2)C(O)CCC3)c1 (centres undefined),.,18,.,0,-0.8,-2,0.0,i,1,.
CCOc1ccc2c(c1)C(N(CCN1CCOCC1)C(=O)Nc1ccc(OC)cc1OC)CC(C)(C)O2 (centres undefined),-4,-5,1,-2,-0.3,3,-0.4,i,-4,-1

Next part.
compound,Scp-1 inhibitor,SKN-1 inh,STEP block,NadD block,Tb MetRS inh,NRP1-CendR mod,LMPTP block,Neddyl block,SUMO1-SIM PPI,DNMT1 block
COc1ccc(NC(=O)C2CCCC2)cc1S(=O)(=O)N1CCOCC1,-2,-2,-2,1,0.1,-3,-1.5,i,5,6
CCCNC(=S)N1CCC(c2nc3cc(C)c(C)cc3[nH]2)CC1,-2,4,-3,2,0.4,12,-1.1,i,-3,2
CCN(C1CCS(=O)(=O)C1)S(=O)(=O)c1cc(C)ccc1C (centres undefined),4,-16,-3,-3,-0.3,8,0.1,i,5,1
COc1ccc(/C=C(\NC(=O)c2cccs2)C(=O)N2CCOCC2)cc1OC,-6,3,0,3,-0.2,9,-0.8,i,2,-3
O=C1C2CCCCN2C(=O)N1CCCCN1CCN(c2cccc(Cl)c2)CC1 (centres undefined),-2,9,-3,1,-0.4,-12,-2.8,i,6,-1
COc1cccc(NC(=O)CCc2nnc3ccc(N4CCN(c5cccc(OC)c5)CC4)nn23)c1,-2,12,1,0,0.4,7,0.5,i,6,-3
Cc1cc(C)c(NC(=O)CSc2nnc(CNC(=O)c3c(F)cccc3Cl)o2)c(C)c1,-5,8,-3,-6,0.6,4,0.0,i,3,4
Cc1cc(-c2ccccc2)n[nH]1,-3,14,-2,-1,-0.6,-4,0.4,i,0,3
N=C(N)c1ccc(Cl)cc1,1,-5,-2,-5,-1.4,11,-1.2,i,2,-1
CCOc1ccc(CCN2C(=S)N([C@@H](CC(C)C)CN3CCC[C@@H]3CN3C(=S)NC[C@@H]3Cc3ccc(O)cc3)C[C@@H]2Cc2ccc(O)cc2)cc1,.,6,0,35*,0.1,0,4.1,i,6,-37
CN(C(=O)CN1C(=O)C2C3CC(C(Br)C3Br)C2C1=O)C1CCCCC1 (centres undefined),-5,17,-1,2,-0.1,4,-0.6,i,-5,-1
CCN(CC(=O)Nc1cc(Cl)cc(Cl)c1)CC(=O)NC1CCS(=O)(=O)C1 (centres undefined),-2,10,0,-4,0.4,-9,-1.1,i,4,-1
CC(Sc1ncnc2sc(-c3ccccc3)cc12)C(N)=O (centres undefined),-5,5,-2,-8,0.0,16,0.6,i,-10,0
CC(=O)c1ccc(NC(=O)C2CCN(S(=O)(=O)c3cccs3)CC2)cc1,-7,-1,0,-10,0.1,-15,-2.2,i,1,-4
CCOC(=O)c1c(C)nc2c(c1C)c(=O)oc1ccccc12,-12,7,0,-7,1.3,3,1.1,i,7,2
O=C(Cn1nnc(-c2ccccc2)n1)OCc1csc(-c2ccccc2)n1,-16,-5,-3,-8,-0.4,4,3.6,i,1,-4
CCCNC(=O)c1cc(C2CCCN(S(=O)(=O)c3cccc4cccnc34)C2)on1 (centres undefined),.,3,0,6,0.2,1,-1.1,i,-3,4
COc1cc(/C=C2/NC(=O)N(CC(=O)Nc3cccc(C)c3)C2=O)ccc1OCC(N)=O,-3,0,1,-4,-0.6,-10,1.8,.,-10,-4
C=C1CCN([C@@H](CC(C)C)C(=O)NCc2ccccc2)S(=O)(=O)c2ccccc21,-6,16,2,-9,-0.4,27*,-2.0,i,0,-2
CN(c1ccccc1)S(=O)(=O)c1cccc(NC(=O)COc2cccc([N+](=O)[O-])c2)c1,-7,14,1,-5,-0.3,11,1.9,i,-11,-7

(next part)
compound,Scp-1 inhibitor,SKN-1 inh,STEP block,NadD block,Tb MetRS inh,NRP1-CendR mod,LMPTP block,Neddyl block,SUMO1-SIM PPI,DNMT1 block
O=[N+]([O-])c1ccc(O)c(/C=N/Nc2ccccc2Cl)c1,-5,8,-1,1,-0.1,11,0.0,i,-12,-2
O=C(CNS(=O)(=O)c1ccc2c(c1)OCCCO2)N1CCN(Cc2ccccc2)CC1,-7,11,-2,-10,-0.1,7,-0.4,i,-3,2
Cn1c(=O)c2nc(NCc3ccccc3)cnc2n(C)c1=O,-11,5,-5,3,0.0,-6,-1.2,+,-28,-1
COc1ccccc1C1CC(=O)Nc2c1c(=O)n(C)c(=O)n2C (centres undefined),-12,-8,5,-2,0.8,-7,-1.1,i,-5,4
O=S1(=O)CC(N2CCC(Cc3ccccc3)CC2)CN1C1CCCC1 (centres undefined),.,6,4,-7,0.2,9,-0.2,i,7,-1
Cc1ccc(S(=O)(=O)Nc2nnc(C3CCCCC3)s2)cc1,-7,4,-4,-1,-0.1,-14,2.3,i,5,1
COc1ccccc1N1C(=S)NC2CS(=O)(=O)CC21 (centres undefined),-4,-1,-1,-2,1.1,-13,-1.2,i,-1,1
COc1cccc(CN(C(=O)COc2ccc(C)cc2)C2CCS(=O)(=O)C2)c1 (centres undefined),-2,-6,-1,2,0.3,6,-0.7,i,2,-2
CC1CCCC(N2CCN(C(=O)c3ccc(F)cc3)CC2)C1 (centres undefined),-7,18,1,0,0.3,1,-2.2,i,-2,0
O=C(O)C1C2CCC(O2)C1C(=O)NCc1ccccc1Br (centres undefined),-1,2,0,5,0.1,2,0.1,i,0,3
CC(C)(C)C(=O)NC1(C(F)(F)F)NC(=O)N(CCc2ccccc2)C1=O (centres undefined),-16,4,-2,-2,0.2,0,-1.6,i,-8,0
COc1ccc(OC)c(C2C(C(=O)c3ccc(C)o3)=C(O)C(=O)N2CCN2CCOCC2)c1 (centres undefined),-1,6,6,1,0.3,5,0.1,i,-7,-3
CCC(=O)N1CCc2cc(S(=O)(=O)CCC(=O)N3CCN(c4ccccc4F)CC3)ccc21,1,20,-1,-2,-0.1,4,-0.6,i,-6,5
CC(=O)Nc1nc(COc2ccc3ccccc3c2)cs1,-11,-7,3,-7,-0.3,-5,1.8,i,-4,-4
Cc1ccc(C)c(S(=O)(=O)N2CCCOC2CNC(=O)C(=O)NCCN2CCOCC2)c1 (centres undefined),-6,-11,0,4,-0.6,14,-3.6,i,1,-1
Cc1cc(C)n(-c2ncc3c(n2)N(CCO)CCOC3=O)n1,-19,23,-3,-8,-0.3,-6,-1.2,i,4,4
O=C1NC[C@H](CCCCN2C[C@H](Cc3ccccc3)N(Cc3ccccc3)C(=O)C2=O)N(CCC2CCCCC2)C1=O,.,4,.,23,-0.1,-1,0.2,i,9,.
O=C(Cc1nc2ccccc2[nH]1)c1ccc(Br)cc1,-12,5,9,3,11*,11,0.4,i,-10,-4
CCN(C(=O)COC(=O)c1n[nH]c2ccccc12)C1CCS(=O)(=O)C1 (centres undefined),-7,-5,-2,-4,-0.9,2,-0.5,i,-1,-1
CN(C)C(CNC(=O)c1ccc(S(=O)(=O)N(C)C)cc1)Cc1ccccc1 (centres undefined),-5,-7,-2,-4,1.6,12,-2.1,i,12,-2
